pAkt inh = HTS Assay for Inhibitors of Akt Phophorylation: Primary Screen | activity change, % for hits at 50 µM | Neuro2A IGF-stimulated pAkt S473 HTRF, 20 min; stronger effect = lower value | 360,000 compounds, 0.32% hits; in the data active means activity change below about -80%; inconclusive means mostly about -51% to -80%; further: on the % scale 0 is the no-effect control and ±100 the full control effect
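Neuro2A cells in DMEM with 0.5% FBS, overnight at 37 deg C, given compound at single 50 µM final, then IGF (6 nM final) for 20 min at 37 deg C. Lysed; phospho-Akt Ser473 by HTRF after 24 h, 665/615 ratio.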
ATXN viability = Viability Counterscreen for Primary qHTS for Inhibitors of ATXN expression | S2 cells (HEK-293 line with an ATXN2-luciferase reporter) viability, CellTiter-Fluor protease fluorescence, 24 h | Potency, µM (titrated, usually from 56.7 µM), usual class: cytotoxic | 400,000 compounds, 0.49% hits | AID 651635, 2014; further: potency means the concentration at half of the fitted maximal effect; nearly all actives have a fitted effect of over 40% in size
HepG2 tox = qHTS for Inhibitors of TGF-b: Cytotox Counterscreen. Potency, µM (series often up to 46.1 µM), for the others: top-dose activity change, negative = cytotoxicity, usual class: cytotoxic. AID 588856, 2011. 410,000 compounds, 0.76% hits. HepG2 CAGA-GFP viability, ATP luminescence, 18 h; further: potency means the concentration at half of the fitted maximal effect; some results filed as inactive show a strong effect at the top dose
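HepG2 CAGA-GFP cells (1000/well, DMEM with 1% FBS) received compound, then TGF-beta at 500 pg/mL final, and were incubated 18 hours at 37 degrees C. Viability was read by CellTiter-Glo luminescence. Media-only wells were set as complete cell-killing and DMSO as no toxicity.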
A549 tox = Nrf2 qHTS screen for inhibitors: counterscreen for cytotoxicity; A549 ARE-Fluc cells, CellTiter-Fluor viability, 18-24 h; Potency, µM (top dose mostly 46 µM), for the others: at the highest dose activity change, negative = cytotoxicity, most hits filed as inhibitors; 390,000 compounds, 0.16% hits; further: potency means the concentration at half of the fitted maximal effect; on the % scale 0 is the no-effect control and ±100 the full control effect
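Cytotoxicity counterscreen: CellTiter-Fluor fluorescence was measured in A549 ARE_Fluc cells after 18-24 h of compound exposure in a concentration series. The subsequent BugLite luminescent read reports ARE-luciferase activity.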
TGFb SMAD3 inh = qHTS for Inhibitors of TGF-b. HepG2 CAGA-GFP TGF-b/SMAD3 reporter, GFP fluorescence, 18 h; TGF-beta stimulated, 500 pg/mL final. 410,000 compounds, 1.2% hits. Potency, µM (series often up to 46.1 µM), for the others: at the top dose activity, negative = inhibition, most hits filed as inhibitors; further: potency means the concentration at half of the fitted maximal effect; on the % scale 0 is the no-effect control and ±100 the full control effect; nearly all actives have a fitted effect of over 65% in size
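GFP signal (ex488/em500-530) from TGF-beta-stimulated HEPG2 CAGA-GFP cells, 500 pg/mL final, 18 h at 37 degrees C in DMEM plus 1% FBS, normalized to unstimulated and DMSO-stimulated controls.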
Mm-Cpn inhibitor = Inhibitors of TCP-1 ring complex (TRiC) of Methanococcus maripaludis (MmCpn): qHTS; Chaperonin Mm-Cpn (Methanococcus maripaludis); purified Mm-Cpn ATPase, ADP Transcreener TR-FRET; Potency, µM (titrated, usually from 76.9 µM), inactives show at the top dose activity, negative = inhibition, actives largely listed as inhibitors; 330,000 compounds, 0.031% hits; further: potency means the concentration at half of the fitted maximal effect; on the % scale 0 is the no-effect control and ±100 the full control effect; nearly all actives have a fitted effect of over 80% in size
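ATPase read-out: TR-FRET ADP immunoassay (anti-ADP Eu cryptate vs ADP-d2), ex 320 nm, em 590/665 nm; signal drops as ADP forms. Enzyme 25 nM, ATP 10 uM, 30 min at 37°C after 10 min compound preincubation.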
CCT chaperon mod = High-Throughput Screening for Modulators of Cytosolic Chaperonin Activity; purified chaperonin ATPase assay, HTRF ADP detection, 30 min; activity change, % (concentration not given with the values), hits read low; 360,000 compounds, 0.3% hits; in the data active means activity change below about -30%; further: on the % scale 0 is the no-effect control and ±100 the full control effect
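TRiC (40 or 20 nM final, by batch activity) in 30 mM Tris pH 7.4, 100 mM KCl, 5 mM MgCl2, 1 mM DTT was treated with compound at 76 uM single dose, then 10 uM ATP, 30 min at 37 °C. ADP was read by HTRF Transcreener.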
Nrf2 activator = qHTS of Nrf2 Activators; AREc32 ARE-luciferase reporter (MCF7-derived line), luminescence, 24 h; Potency, µM (highest dose often 46.1 µM), for inactives: at the highest dose activation, hits mostly activators; 410,000 compounds, 0.31% hits; further: potency means the concentration at half of the fitted maximal effect; % of control where 0% means no effect; nearly all actives have a fitted effect of over 65% in size
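Cells of the AREc32 ARE-luciferase line are plated in OPTI-MEM containing 5% FBS and left overnight at 37 deg C. Compounds are pinned in, incubation continues 24 hr, and firefly luciferase signal is then measured.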
Nrf2 inh = Nrf2 qHTS screen for inhibitors; 360,000 compounds, 2.1% hits; Potency, µM (titrated, usually from 46 µM), without a hit: at the highest dose activity change, negative = inhibition, hits mostly inhibitors; A549 ARE-Fluc reporter, luciferase luminescence, 18-24 h; further: potency means the concentration at half of the fitted maximal effect; on the % scale 0 is the no-effect control and ±100 the full control effect; nearly all actives have a fitted effect of over 60% in size
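Nrf2 activity is the BugLite luminescence, read 15 min after reagent at room temperature, following CellTiter-Fluor cytotoxicity readout (30 min, 37C). Compound titrations were applied for 18-24 h to 5000 A549 ARE_Fluc cells/well in 5% FBS OPTI-MEM.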
The depositor's hits bear a star; i = inactive; ? = inconclusive; . = not tested or not shown; [ ] = dose if it differs, or a comment. Unless noted, the call rests on the fitted dose curve; in most records, active means well fitted curve in the direction sought with a large enough effect; inconclusive means small, poorly fitted or top-dose-only effect, or another doubt; inactive means no such curve, though single readings can be large; an effect the other way counts as inactive or inconclusive.

SMILES | pAkt inh | ATXN viability | HepG2 tox | A549 tox | TGFb SMAD3 inh | Mm-Cpn inhibitor | CCT chaperon mod | Nrf2 activator | Nrf2 inh
CN1CCCCC1=NCCCn1cnc2c1c(=O)n(C)c(=O)n2C | i | i | 3% | 1% | -14% | 0% | -1.0 | -0.7% | 2%
Nc1nc(-c2ccc3c(c2)OCCO3)cs1 | i | i | 3% | -10% | 0% | -2% | -0.9 | 9.3% | ?
Cn1nnnc1SCC(=O)Nc1ccc(Oc2ccccc2)cc1 | i | i | -14% | 0% | -9% | 2% | -1.7 | 2.1% | 6%
COc1ccc(S(=O)(=O)NCCCCCC(=O)O)cc1C(=O)O | i | ? | 7% | -1% | 12% | 0% | -0.4 | 0.1% | -2%
CC(Sc1nnc(-c2ccco2)n1-c1ccccc1)C(=O)NCC1CCCO1 (stereo unspecified) | i | i | 5% | 3% | -7% | 0% | -3.3 | -0.4% | 7%
CCOC(=O)c1c(-c2ccc(OC)cc2)oc2ccc(OCC(N)=O)cc12 | i | i | -2% | 0% | 0% | -1% | 0.0 | 2.1% | ?
O=C(Cc1ccc(S(=O)(=O)N2CCOCC2)s1)N1CCN(S(=O)(=O)c2cccc(F)c2)CC1 | i | i | -11% | 0% | -2% | . | 1.3 | -0.9% | ?
COc1cccc(NC(=O)CN(C)C(=O)c2ccc(S(=O)(=O)Nc3ccccc3C)cc2)c1 | i | i | -4% | -1% | -20% | 1% | 0.0 | -0.5% | -11%
O=c1c2sc3ccccc3c2n(Cc2ccc(F)cc2)c(=O)n1Cc1ccccc1 | . | i | -13% | 4% | -20% | . | . | -0.9% | 2%
Cc1cc(=O)[nH]c(SCc2ccccc2)n1 | i | i | -2% | -1% | 0% | 1% | 4.7 | -0.3%[9.22 µM] | -2%
C#CCn1cnc2c(cnn2-c2ccc(C)c(C)c2)c1=O | i | i | 6% | -3% | 4% | 0% | 0.1 | 8.6% | ?
Cc1cc(N2CCN(c3ccc(F)cc3)CC2)n2nc(-c3ccc(Cl)cc3)nc2n1 | . | i | -1% | 0% | ? | . | . | 0.3% | 12%

Compound profiles, as listed above. Order of screens: pAkt inh | ATXN viability | HepG2 tox | A549 tox | TGFb SMAD3 inh | Mm-Cpn inhibitor | CCT chaperon mod | Nrf2 activator | Nrf2 inh
Cc1cc(N2CCN(c3ccc(F)cc3)CC2)n2nc(-c3ccc(Cl)cc3)nc2n1 in the list: . | i | -1% | 0% | ? | . | . | 0.3% | 12%
CN1CCCCC1=NCCCn1cnc2c1c(=O)n(C)c(=O)n2C in the list: i | i | 3% | 1% | -14% | 0% | -1.0 | -0.7% | 2%
CCOC(=O)c1c(-c2ccc(OC)cc2)oc2ccc(OCC(N)=O)cc12 in the list: i | i | -2% | 0% | 0% | -1% | 0.0 | 2.1% | ?
COc1cccc(NC(=O)CN(C)C(=O)c2ccc(S(=O)(=O)Nc3ccccc3C)cc2)c1 in the list: i | i | -4% | -1% | -20% | 1% | 0.0 | -0.5% | -11%
CC(Sc1nnc(-c2ccco2)n1-c1ccccc1)C(=O)NCC1CCCO1 (stereo unspecified) in the list: i | i | 5% | 3% | -7% | 0% | -3.3 | -0.4% | 7%

In the list so far, three contain a halogen:
SMILES | pAkt inh | ATXN viability | HepG2 tox | A549 tox | TGFb SMAD3 inh | Mm-Cpn inhibitor | CCT chaperon mod | Nrf2 activator | Nrf2 inh
O=C(Cc1ccc(S(=O)(=O)N2CCOCC2)s1)N1CCN(S(=O)(=O)c2cccc(F)c2)CC1 | i | i | -11% | 0% | -2% | . | 1.3 | -0.9% | ?
O=c1c2sc3ccccc3c2n(Cc2ccc(F)cc2)c(=O)n1Cc1ccccc1 | . | i | -13% | 4% | -20% | . | . | -0.9% | 2%
Cc1cc(N2CCN(c3ccc(F)cc3)CC2)n2nc(-c3ccc(Cl)cc3)nc2n1 | . | i | -1% | 0% | ? | . | . | 0.3% | 12%

High-throughput results: PubChem BioAssay, National Center for Advancing Translational Sciences (NCATS)
